DRD3 antagonist – D3 dopamine receptor (human) antagonism; P35462; D3R cells, DiscoveRx beta-arrestin luminescence, antagonist mode; stronger effect = lower value; max response, negative = inhibition, %; 360,000 tested, 2.5% active; AID 652054; in the data active = max response below about -50%; inconclusive = no clear call, values can overlap the other calls; also: % is scaled to controls: 0 for no effect and ±100 for the full control effect; mostly tested at two doses, the higher about 12 µM
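Cells plated overnight at 1500 cells/well, then exposed to library compounds with dopamine controls for 90 minutes at 37 degrees C. DiscoveRx reagent added for 30–60 minutes at room temperature; luminescence read, quantitative HTS format.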
GLP1R ag – GLP-1 receptor (human) agonism; Potency, µM (titrated, usually from 45.6 µM), inactives show at the highest dose activation, actives largely listed as activators; HEK293 GLP-1R CRE-luciferase, luminescence, 4-6 h; cells express a hypersensitive GLP-1R form; 380,000 tested, 0.007% active; P43220; AID 624172; also: potency is read from the fitted curve at half-maximal effect; % of control where 0% means no effect
IL-2 act – activators of IL-2. IL-2 activation reporter assay, cell-based qHTS; stimulated with anti-CD3/CD4/CD28 beads; in transgenic mouse T cells. activation, % (series mostly up to about 46 µM). 360,000 tested, 0.065% active; in the data active = activation above about 50%; inconclusive = mostly about 30% to 49%; also: 0% is about no effect
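First, unstimulated transgenic mouse T cells were exposed to compound for 60 min. Next, anti-CD3/anti-CD4-coated beads with anti-CD28 were added. Finally, after 18 h at 37 degrees C, EGFP and DsRed were imaged.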
WRN helicase inh – WRN helicase (human) inhibition. Potency, µM (top dose mostly 114 µM), inactives show top-dose activity change, negative = inhibition, most hits filed as inhibitors. 360,000 tested, 0.46% active. Q14191. WRN helicase unwinding, fluorescent forked duplex, kinetic; also: potency is read from the fitted curve at half-maximal effect; % is scaled to controls: 0 for no effect and ±100 for the full control effect; nearly all actives have a fitted effect of over 55% in size
Target sequence (Q14191 whole entry, looked up): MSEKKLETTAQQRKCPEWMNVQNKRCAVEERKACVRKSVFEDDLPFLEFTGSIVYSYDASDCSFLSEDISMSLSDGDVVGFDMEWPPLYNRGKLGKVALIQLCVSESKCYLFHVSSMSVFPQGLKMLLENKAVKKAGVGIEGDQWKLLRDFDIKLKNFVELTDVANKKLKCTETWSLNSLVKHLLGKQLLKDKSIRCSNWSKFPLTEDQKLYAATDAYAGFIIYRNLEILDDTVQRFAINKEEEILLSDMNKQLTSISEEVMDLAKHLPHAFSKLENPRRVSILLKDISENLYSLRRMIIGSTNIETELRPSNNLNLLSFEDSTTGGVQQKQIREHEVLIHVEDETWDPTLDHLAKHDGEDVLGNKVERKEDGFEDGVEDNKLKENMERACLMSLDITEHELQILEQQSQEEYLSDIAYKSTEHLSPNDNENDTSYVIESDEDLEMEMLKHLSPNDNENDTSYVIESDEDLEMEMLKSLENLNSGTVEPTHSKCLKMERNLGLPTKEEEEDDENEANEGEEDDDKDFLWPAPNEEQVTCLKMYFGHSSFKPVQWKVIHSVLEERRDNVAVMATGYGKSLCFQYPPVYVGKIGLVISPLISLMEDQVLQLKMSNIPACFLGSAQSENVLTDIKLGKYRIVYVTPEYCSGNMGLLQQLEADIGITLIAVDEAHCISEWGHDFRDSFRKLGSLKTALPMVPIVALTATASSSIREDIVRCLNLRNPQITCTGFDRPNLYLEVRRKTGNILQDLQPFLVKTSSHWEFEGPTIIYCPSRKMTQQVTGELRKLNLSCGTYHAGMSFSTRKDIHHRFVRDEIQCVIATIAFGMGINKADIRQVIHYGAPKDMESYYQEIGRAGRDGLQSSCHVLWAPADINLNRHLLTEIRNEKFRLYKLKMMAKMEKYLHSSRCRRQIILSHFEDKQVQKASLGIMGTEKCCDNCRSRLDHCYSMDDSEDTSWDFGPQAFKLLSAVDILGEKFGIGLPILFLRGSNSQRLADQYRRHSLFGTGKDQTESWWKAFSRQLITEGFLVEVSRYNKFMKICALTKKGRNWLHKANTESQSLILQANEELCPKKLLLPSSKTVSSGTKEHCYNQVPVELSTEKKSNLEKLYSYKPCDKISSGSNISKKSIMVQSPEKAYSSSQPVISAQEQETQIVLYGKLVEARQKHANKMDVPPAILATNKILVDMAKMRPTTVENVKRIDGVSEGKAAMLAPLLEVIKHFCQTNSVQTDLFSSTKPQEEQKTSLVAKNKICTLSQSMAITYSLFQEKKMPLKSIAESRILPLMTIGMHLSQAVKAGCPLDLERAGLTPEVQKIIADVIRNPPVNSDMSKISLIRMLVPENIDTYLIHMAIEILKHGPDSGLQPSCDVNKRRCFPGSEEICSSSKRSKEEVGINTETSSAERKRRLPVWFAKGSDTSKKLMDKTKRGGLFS
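Fluorescence dequenching readout, ex 525 nm/em 598 nm, kinetic mode: forked duplex DNA (100 nM final) with adjacent fluorophore and quencher unwound by WRN (20 nM final) with 2 mM ATP. Compound preincubation 15 min, room temperature.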
PI5P4K alpha inh – PI5P4K alpha (human) kinase inhibition. 330,000 tested, 1.2% active. max response, %. PI5P4Kalpha enzyme, ADP-Glo luminescence, 60 min; stronger effect = lower value. P48426; active = max response of -50% or lower; inconclusive = between -30% and -50%; inactive = -30% or higher; also: value at the top dose of about 77 µM; % is scaled to controls: 0 for no effect and ±100 for the full control effect
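qHTS, 1536-well: enzyme/substrate mix, compound by pin tool, 5 microM ATP final; RT 60 min; ADP-Glo reagents 1 (45 min) then 2 (30 min); luminescence.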
GLP1R cytotox – cytotoxicity in counter-screen for GLP-1R inverse agonists. HEK293 cAMP-luciferase reporter cells, luminescence, 24 h. Potency, µM (titrated, usually from 38.3 µM), without a hit: at the top dose activity change, negative = inhibition, usual class: inhibitors. 410,000 tested, 0.13% active;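 also: loss of luciferase light is scored as toxicity; potency is read from the fitted curve at half-maximal effect; % is scaled to controls: 0 for no effect and ±100 for the full control effect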
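To flag toxic compounds, the library was rerun on cells for 24 hr at 37 deg C and 5% CO2. Viability-linked luminescence was captured 12 min after adding luciferase detection reagent.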
GLP1R inv ag – acts as inverse agonist at human GLP-1 receptor | HEK293 GLP-1R CRE-luciferase, luminescence, 24 h; GLP-1R form is constitutively active | Potency, µM (top dose mostly 38.3 µM), inactives show top-dose activity change, negative = inhibition, actives largely listed as inhibitors | 410,000 tested, 1.6% active; also: potency is read from the fitted curve at half-maximal effect; % is scaled to controls: 0 for no effect and ±100 for the full control effect; nearly all actives have a fitted effect of over 55% in size
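qHTS in 1536-well format: reporter HEK293 cells expressing constitutive GLP-1R activity in DMEM + 10% Nu serum, 24 hr with compounds at 37 deg C, luminescence read after 12 min with detection reagent.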
DRD3 agonist – agonists of human D3 dopamine receptor | P35462 | D3R DiscoveRx beta-arrestin cells, luminescence, 90 min | max activation, % | 410,000 tested, 0.58% active | AID 652048; in the data active = max activation above about 30%; also: 0% is about no effect; mostly tested at two doses, the higher about 12 µM
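Agonist-mode cell screen: cells plated at 1500/well and incubated overnight at 37 °C, then exposed to library compounds for 90 min at 37 °C. Detection reagent was added for 30–60 min at room temperature, and luminescence was read.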
PLK1 PBD inh – PLK1 (human) polo-box domain binding inhibition; P53350; Plk1 PBD binding of FITC phosphopeptide, fluorescence polarization; Potency, µM, for inactives: max response, negative = inhibition, most hits filed as inhibitors; 360,000 tested, 2.8% active; also: potency is read from the fitted curve at half-maximal effect; series mostly up to about 57 µM; % is scaled to controls: 0 for no effect and ±100 for the full control effect; nearly all actives have a fitted effect of over 65% in size
The depositor's hits bear a star; [ ] = remark or other dose. Unless noted, calls follow the shape of the dose curve; as a rule, active = well fitted curve in the direction sought with a large enough effect; inconclusive = small, poorly fitted or top-dose-only effect, or another doubt; inactive = no such curve, though single readings can be large; an effect the other way counts as inactive or inconclusive.

CC1(C)CSC(=NCCc2ccccc2)N1 was read as DRD3 antagonist -4.1, GLP1R ag 12.6%, IL-2 act -3.2, WRN helicase inh -7.8%, PI5P4K alpha inh 2.1, GLP1R cytotox 4.7%, GLP1R inv ag -2.0%, DRD3 agonist -4.1 and PLK1 PBD inh -14.6%.
For Cc1cc(C)nc(SCc2csc(-c3ccccc3)n2)n1 the results were DRD3 antagonist inconclusive, GLP1R ag 1.0%, IL-2 act 0.8, WRN helicase inh -10.6%, PI5P4K alpha inh 0.8, GLP1R cytotox -15.5%, GLP1R inv ag -10.4%, DRD3 agonist -1.7 and PLK1 PBD inh -2.0%.
`Cc1cc2nc(SC(C)C(=O)O)[nH]c2cc1C` (stereo not drawn) gave DRD3 antagonist 7.0, GLP1R ag -10.9%, IL-2 act 1.6, WRN helicase inh 5.0%, PI5P4K alpha inh 6.6, GLP1R cytotox -3.4%, GLP1R inv ag 0.1%, DRD3 agonist 2.7 and PLK1 PBD inh -7.6%.
Screening CCOC(=O)C1CCN(C(=O)NS(=O)(=O)c2ccc(C)cc2)CC1 returned DRD3 antagonist 2.7, GLP1R ag 15.2%, IL-2 act -0.6, WRN helicase inh 5.1%, PI5P4K alpha inh -0.9, GLP1R cytotox 4.2%, GLP1R inv ag 12.2%, DRD3 agonist 4.9 and PLK1 PBD inh -2.3%.
Screening CC(/C=C/C=C/c1ccccc1)=N\NC(=O)c1cccnc1 returned DRD3 antagonist -8.9, GLP1R ag 2.6%, IL-2 act 2.2, WRN helicase inh 3.3%, PI5P4K alpha inh -19.2, GLP1R cytotox 0.4%, GLP1R inv ag 64.5%[activator], DRD3 agonist -1.9 and PLK1 PBD inh -24.0%.
CCOC(=O)C1CCCN(C(=O)Cc2c(F)cccc2Cl)C1 (stereo not drawn) was read as DRD3 antagonist -4.6, GLP1R ag -6.0%, IL-2 act 0.6, WRN helicase inh -4.2%, GLP1R cytotox 11.2%, GLP1R inv ag 2.5%, DRD3 agonist -4.4 and PLK1 PBD inh -7.8%.
CC1CCN(c2nnc(N)s2)CC1 was read as DRD3 antagonist 23.5, GLP1R ag -16.3%, IL-2 act -1.7, WRN helicase inh 2.7%, GLP1R cytotox 4.8%, GLP1R inv ag 5.3%, DRD3 agonist 6.8 and PLK1 PBD inh -2.0%.
For Cc1cc(C)c(NC(=S)N(C)C)cc1C the results were DRD3 antagonist 7.3, GLP1R ag 5.3%, IL-2 act 0.1, WRN helicase inh -5.7%, PI5P4K alpha inh 0.3, GLP1R cytotox 1.0%, GLP1R inv ag -15.3%, DRD3 agonist 0.8 and PLK1 PBD inh -3.1%.
COc1ccc(CCN2CC(C(=O)Nc3cc(S(C)(=O)=O)ccc3Cl)CC2=O)cc1OC (stereo not drawn) was read as DRD3 antagonist -5.7, GLP1R ag -6.3%, IL-2 act -3.3, WRN helicase inh -3.3%, PI5P4K alpha inh -4.4, GLP1R cytotox 15.1%, GLP1R inv ag 5.4%, DRD3 agonist 10.5 and PLK1 PBD inh 3.2%.
CC(=O)c1cccc(NC(=O)NCc2ccc3c(c2)OCO3)c1 was read as DRD3 antagonist 0.4, GLP1R ag 1.6%, IL-2 act -0.1, WRN helicase inh 3.0%, PI5P4K alpha inh -4.2, GLP1R cytotox -26.2%, GLP1R inv ag -5.3%, DRD3 agonist -1.8 and PLK1 PBD inh 2.7%.
`Cc1ccc(C)c(S(=O)(=O)NCc2ccc(C(=O)N3CCCCC3C)cc2)c1` (stereo not drawn) gave DRD3 antagonist -22.5, GLP1R ag 5.3%, IL-2 act -3.1, WRN helicase inh -6.4%, GLP1R cytotox 1.4%, GLP1R inv ag -3.1%, DRD3 agonist -17.1 and PLK1 PBD inh -7.5%.
Screening CCOc1ccccc1OCCOc1ccc(F)cc1 returned DRD3 antagonist 7.4, GLP1R ag 0.1%, IL-2 act -2.8, WRN helicase inh -9.6%, PI5P4K alpha inh 0.0, GLP1R cytotox 10.3%, GLP1R inv ag -30.1%, DRD3 agonist 2.0 and PLK1 PBD inh 5.2%.
CN(/N=C/c1ccc(Cl)cc1Cl)c1ncc(Cl)cc1C(F)(F)F was read as DRD3 antagonist 32.0, GLP1R ag -6.5%, IL-2 act 2.7, WRN helicase inh -5.5%, PI5P4K alpha inh 8.4, GLP1R cytotox 14.7%, GLP1R inv ag 10.4%, DRD3 agonist 8.4 and PLK1 PBD inh 6.0%.
Screening O=[N+]([O-])c1ccc(Oc2ccc(C(F)(F)F)cn2)cc1 returned DRD3 antagonist -0.1, GLP1R ag 5.9%, IL-2 act -0.3, WRN helicase inh -2.6%, PI5P4K alpha inh 2.2, GLP1R cytotox 0.7%, GLP1R inv ag 9.1%, DRD3 agonist -1.3 and PLK1 PBD inh -2.7%.
For O=C(c1ccccc1)c1cnc(Nc2ccc(Cl)c(Cl)c2)s1 the results were DRD3 antagonist -4.7, GLP1R ag 2.1%, IL-2 act 0.4, WRN helicase inh -3.7%, PI5P4K alpha inh 1.9, GLP1R cytotox 7.4%, GLP1R inv ag -3.7%, DRD3 agonist -3.5 and PLK1 PBD inh -2.7%.
For CCOC(=O)[C@]12CCC=C1N(CCC1=CCCCC1)C(=O)[C@H](CC(=O)N1CCCC1)C2 the results were DRD3 antagonist -11.5, GLP1R ag 7.1%, IL-2 act 0.1, WRN helicase inh -0.1%, PI5P4K alpha inh 1.1, GLP1R cytotox 2.7%, GLP1R inv ag 27.0%, DRD3 agonist 3.7 and PLK1 PBD inh -21.3%.
For O=C(CSc1nc2ccccc2c(=O)[nH]1)c1ccc(O)c(O)c1 the results were DRD3 antagonist 44.4, GLP1R ag 23.4%, IL-2 act 1.5, WRN helicase inh 14.1µM*, PI5P4K alpha inh -56.0*, GLP1R cytotox -27.0%, GLP1R inv ag 42.5%[activator], DRD3 agonist 5.7 and PLK1 PBD inh -17.2%.
`COC(=O)C[C@H]1CC[C@H](NC(=O)Cc2ccccc2)[C@@H](CO)O1` gave DRD3 antagonist 18.1, IL-2 act -0.2, WRN helicase inh -5.0%, PI5P4K alpha inh 1.9, GLP1R cytotox -9.7%, GLP1R inv ag 6.5%, DRD3 agonist 3.0 and PLK1 PBD inh -4.1%.
For CC1=C(C(=O)OCc2ccccc2)C(c2cccc([N+](=O)[O-])c2)NC(=O)N1CCCCCC(=O)O (stereo not drawn) the results were DRD3 antagonist -15.8, GLP1R ag -5.4%, IL-2 act -0.2, WRN helicase inh 3.8%, PI5P4K alpha inh -15.2, GLP1R cytotox -3.6%, GLP1R inv ag 1.4%, DRD3 agonist 10.7 and PLK1 PBD inh -17.3%.
`O=C(Nc1cccnc1)c1ccc(-c2ccc(Cl)cc2)o1` gave DRD3 antagonist -10.2, GLP1R ag 10.7%, IL-2 act -0.8, WRN helicase inh 7.9%, PI5P4K alpha inh -7.6, GLP1R cytotox 28.0%, GLP1R inv ag 2.1%, DRD3 agonist 25.0 and PLK1 PBD inh -5.1%.
O=C(CN1CCN(C(=O)C2CCN(C(=O)/C=C/c3ccccc3)CC2)CC1)Nc1ccccc1Cl was read as DRD3 antagonist 3.8, GLP1R ag 4.8%, IL-2 act 0.0, WRN helicase inh 4.7%, PI5P4K alpha inh 3.0, GLP1R cytotox 12.0%, GLP1R inv ag 2.8%, DRD3 agonist 1.0 and PLK1 PBD inh -14.6%.
`CCN(CC(=O)NCc1ccc(F)cc1)C(=O)C1CCN(S(=O)(=O)c2ccc(C(C)C)cc2)CC1` gave DRD3 antagonist -0.8, GLP1R ag 1.0%, IL-2 act -7.0, WRN helicase inh 4.3%, PI5P4K alpha inh -4.4, GLP1R cytotox -8.6%, GLP1R inv ag inconclusive, DRD3 agonist -0.1 and PLK1 PBD inh -9.5%.
`O=C(Nc1ccc(O)cc1)c1ccc(NC(=O)c2cccs2)cc1` gave DRD3 antagonist 6.7, GLP1R ag 2.8%, IL-2 act 0.0, WRN helicase inh -9.0%, PI5P4K alpha inh 1.9, GLP1R cytotox -23.6%, GLP1R inv ag inconclusive, DRD3 agonist -1.8 and PLK1 PBD inh -2.0%.
`CSc1ccc(S(=O)(=O)NCc2ccccc2C)cc1` gave DRD3 antagonist -7.0, GLP1R ag 12.3%, IL-2 act -0.3, WRN helicase inh 1.4%[57.1 µM], PI5P4K alpha inh 10.5, GLP1R cytotox 14.5%, GLP1R inv ag inconclusive, DRD3 agonist 5.3 and PLK1 PBD inh inconclusive.
O=C1NC[C@H](Cc2ccc(O)cc2)N(CCc2cc(C(F)(F)F)cc(C(F)(F)F)c2)C1=O was read as DRD3 antagonist 0.0, GLP1R ag -1.7%, IL-2 act -0.6, WRN helicase inh -3.8%, PI5P4K alpha inh -19.7, GLP1R cytotox -22.0%, GLP1R inv ag -5.5%, DRD3 agonist -4.6 and PLK1 PBD inh -15.6%.
`O=C(O)c1cccc(S(=O)(=O)N2CCCC2)c1` gave DRD3 antagonist 7.7, GLP1R ag 3.3%, IL-2 act -2.2, WRN helicase inh -3.5%, GLP1R cytotox 20.9%, GLP1R inv ag 1.9%, DRD3 agonist 0.1 and PLK1 PBD inh -3.6%.
Screening COc1ccc(OC)c(NC(=O)C2(C)CCN2C(=O)Cc2ccccc2)c1 (stereo not drawn) returned DRD3 antagonist 19.2, GLP1R ag 5.7%, IL-2 act -0.4, WRN helicase inh -1.6%, PI5P4K alpha inh 4.7, GLP1R cytotox -1.3%, GLP1R inv ag 10.8%, DRD3 agonist 11.8 and PLK1 PBD inh -5.3%.
`CC(=O)N1CCc2cc(S(=O)(=O)CCC(=O)NCCc3ccccc3)ccc21` gave DRD3 antagonist 0.6, GLP1R ag 6.9%, IL-2 act 0.3, WRN helicase inh 9.2%, PI5P4K alpha inh -4.6, GLP1R cytotox 1.7%, GLP1R inv ag 14.4%, DRD3 agonist -0.8 and PLK1 PBD inh 3.4%.
O=C(N/N=C/C=C/c1ccco1)c1cccnc1 was read as DRD3 antagonist -10.3, GLP1R ag -1.4%, IL-2 act -1.6, WRN helicase inh -21.9%[57.1 µM], GLP1R cytotox 13.4%, GLP1R inv ag 2.7%, DRD3 agonist -16.1 and PLK1 PBD inh -18.4%.

Compound activity as filed in PubChem.
